Compound activity: PubChem BioAssay, National Center for Advancing Translational Sciences (NCATS)
HCV inh – qHTS Assay for Inhibitors of Hepatitis C Virus (HCV); Huh7.5.1 HCVcc-Cre infection, luciferase reporter, 44 h; Potency, µM (doses to about 41.8 µM), without a hit: at the top dose activity change, negative = inhibition, hits mostly inhibitors; 340,000 tested, 3.4% active; note: potency is the fitted concentration of half-maximal effect; % is set by controls: 0 for no effect and ±100 for the full control effect
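A cell-based infection assay in which seeded cells (1,000 per well) receive test compound after 4 h, are inoculated with HCVcc-Cre at approximately 0.5 moi, and are incubated 44 h before luminescence detection.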
Pf growth 96h – Primary qHTS for delayed death inhibitors of the malarial parasite plastid, 96 hour incubation; P. falciparum luciferase reporter growth, 96 h; 320,000 tested, 6.9% active; Potency, µM (series often up to 28.7 µM), for the others: at the highest dose activity change, negative = inhibition, actives largely listed as inhibitors; note: potency is the fitted concentration of half-maximal effect; % is set by controls: 0 for no effect and ±100 for the full control effect
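Two-generation exposure (96 h) targets delayed-death phenotype. Reporter parasites carrying integrated firefly luciferase, in red cells at 2% hematocrit and 0.05% parasitemia final, kept at 37 C, 5% CO2; luminescence loss indicates inhibition.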
Giardia FBPA inh – qHTS Assay for Inhibitors of Fructose-1,6-bisphosphate Aldolase from Giardia Lamblia. 290,000 tested, 0.71% active. AID 2451, 2010. A8B2U2. purified Giardia FBPA. Potency, µM (highest dose often 59.6 µM), inactives show top-dose activity, negative = inhibition, most hits filed as inhibitors; note: potency is the fitted concentration of half-maximal effect; % is set by controls: 0 for no effect and ±100 for the full control effect; nearly all actives have a fitted effect of over 55% in size
Target sequence (A8B2U2 whole entry, looked up): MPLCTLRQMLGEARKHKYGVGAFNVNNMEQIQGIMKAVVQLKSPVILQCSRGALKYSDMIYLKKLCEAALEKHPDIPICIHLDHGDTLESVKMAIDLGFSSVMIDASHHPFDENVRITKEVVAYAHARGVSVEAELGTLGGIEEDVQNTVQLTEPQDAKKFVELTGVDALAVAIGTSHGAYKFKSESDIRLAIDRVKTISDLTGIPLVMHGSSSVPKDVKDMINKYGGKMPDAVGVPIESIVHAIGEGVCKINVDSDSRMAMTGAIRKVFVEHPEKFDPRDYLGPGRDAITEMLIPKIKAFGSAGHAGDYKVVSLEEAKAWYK
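Giardia FBPA (40 nM reagent) was preincubated 10 min at RT with compound (up to 57.5 uM final), then substrate plus GAPDH/TPI/NAD/arsenate coupling system with diaphorase/resazurin was added; resorufin fluorescence (525/598 nm) was read after 20 min.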
Shiga inhibitor – A qHTS for Small Molecule Inhibitors of Shiga Toxin; Vero cells, Shiga toxin protein synthesis inhibition reporter; inhibition, % at 38.7 µM; 290,000 tested, 9.2% active; AID 2315, 2010; in the data active = inhibition mostly above about 28%, no sharp cut-off; inactive = mostly below about 43%; note: 0% is about no effect
Cycloheximide cs – Cycloheximide Counterscreen for Small Molecule Inhibitors of Shiga Toxin; max response, %; 300,000 tested, 12% active; cell reporter, cycloheximide protein synthesis inhibition counterscreen; in the data active = max response mostly above about 13%, no sharp cut-off; inactive = mostly below about 14%; note: read at 38.3 µM for the half of the compounds with a filed dose; 0% is about no effect
Pf growth 48h – Primary qHTS for delayed death inhibitors of the malarial parasite plastid, 48 hour incubation; AID 504832, 2011; P. falciparum luciferase growth in erythrocytes, 48 h; 310,000 tested, 5.9% active; Potency, µM (top dose mostly 28.7 µM), without a hit: at the highest dose activity change, negative = inhibition, usual class: inhibitors; note: potency is the fitted concentration of half-maximal effect; % is set by controls: 0 for no effect and ±100 for the full control effect
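Cell-based growth assay: transgenic P. falciparum expressing firefly luciferase, cultured in red cells within RPMI 1640 containing 0.5% w/v Albumax, 24 mM bicarbonate and gentamycin. A drop in luciferase activity indicates inhibition.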
Starred values were filed as active, the others as inactive; & = joins results of further samples; [ ] = another dose, or the depositor's remark. Unless noted, calls come from the whole dose curve; as a rule, active = well fitted curve in the direction sought with a large enough effect; inconclusive = small, poorly fitted or top-dose-only effect, or another doubt; inactive = no such curve, though single readings can be large; an effect the other way counts as inactive or inconclusive. This is a random part of the collection (roughly 24% active in at least one column).

The opening 2 records as a preview:
How did COc1ccc(CCNC(=O)CSc2ccccc2)cc1OC do in these assays?
HCV inh: 8.6%; Pf growth 96h: -2.1%; Giardia FBPA inh: 0.0%; Shiga inhibitor: 16.7; Cycloheximide cs: -1.0; Pf growth 48h: -13.9%

How did CCCN(CCC)c1nc(-c2ccccn2)nc2ccccc12 do in these assays?
HCV inh: inconclusive; Pf growth 96h: 0.329µM*; Giardia FBPA inh: 15.7%; Shiga inhibitor: -8.5; Cycloheximide cs: -3.3; Pf growth 48h: 0.828µM*

The whole of this part, from the start:
How did COc1ccc(CCNC(=O)CSc2ccccc2)cc1OC do in these assays?
HCV inh: 8.6%; Pf growth 96h: -2.1%; Giardia FBPA inh: 0.0%; Shiga inhibitor: 16.7; Cycloheximide cs: -1.0; Pf growth 48h: -13.9%

How did CCCN(CCC)c1nc(-c2ccccn2)nc2ccccc12 do in these assays?
HCV inh: inconclusive; Pf growth 96h: 0.329µM*; Giardia FBPA inh: 15.7%; Shiga inhibitor: -8.5; Cycloheximide cs: -3.3; Pf growth 48h: 0.828µM*

Results for Cc1ccc(NC(=S)N/N=C2\CC3CC=CC23)c(C)c1 (stereo unspecified) ?
HCV inh: -6.7%; Pf growth 96h: inconclusive; Giardia FBPA inh: -15.9%; Shiga inhibitor: 56.1; Cycloheximide cs: 20.1*; Pf growth 48h: -1.6%

Results for Cc1cc(C)nc(NC(=O)C2c3ccccc3Oc3ccccc32)n1 ?
HCV inh: inconclusive; Pf growth 96h: inconclusive; Giardia FBPA inh: -3.3%; Shiga inhibitor: -9.9; Cycloheximide cs: 1.3; Pf growth 48h: 2.8%

Results for Cc1ccccc1NC(=O)NC1(C(=O)N2CCC(C(N)=O)CC2)CCCCC1 ?
HCV inh: -1.5%; Pf growth 96h: -1.9%; Giardia FBPA inh: 1.4%; Shiga inhibitor: -6.7; Cycloheximide cs: 4.0; Pf growth 48h: 19.4%

How did O=C(CSc1nncs1)Nc1ccc(S(=O)(=O)N2CCCC2)cc1 do in these assays?
HCV inh: 7.3%; Pf growth 96h: 0.5%; Giardia FBPA inh: 1.2%; Shiga inhibitor: -4.3; Cycloheximide cs: -3.2; Pf growth 48h: -0.4%

Results for CC1=C(C(=O)N2CCOCC2)C(c2cccs2)NC(=O)N1 (stereo unspecified) ?
HCV inh: 12.5%; Giardia FBPA inh: 7.0%; Shiga inhibitor: -14.9; Cycloheximide cs: -5.3; Pf growth 48h: 9.3%

How did CCOCCN(C=O)c1cccc(OC)c1 do in these assays?
HCV inh: 14.5%; Pf growth 96h: inconclusive; Giardia FBPA inh: -9.1%; Shiga inhibitor: 16.8; Cycloheximide cs: 11.3; Pf growth 48h: 10.6%

Results for Cc1ccc(N(CC(=O)NC2CCCC2)C(=O)CCC(=O)Nc2nc(C)cs2)cc1 ?
HCV inh: 1.4%; Pf growth 96h: -0.1%; Shiga inhibitor: -12.3; Cycloheximide cs: 2.3; Pf growth 48h: inconclusive

How did COc1ccc(S(=O)(=O)N(C)CC(=O)N2CCN(c3ccc(F)cc3)CC2)cc1OC do in these assays?
HCV inh: -7.6%; Giardia FBPA inh: -0.8%; Shiga inhibitor: -14.3; Cycloheximide cs: -2.6; Pf growth 48h: -23.0%

How did O=C(O)/C=C/S(=O)(=O)c1ccc2ccccc2c1 do in these assays?
HCV inh: 6.3%; Pf growth 96h: 4.2%; Giardia FBPA inh: 7.4%; Shiga inhibitor: 43.7; Cycloheximide cs: 0.9; Pf growth 48h: 1.2%

Results for CN(C)c1ccc(Sc2nnc(NC(=O)Nc3ccc(Cl)cc3Cl)s2)cc1 ?
HCV inh: -36.3%; Pf growth 96h: inconclusive; Giardia FBPA inh: 2.3%; Shiga inhibitor: -8.5; Cycloheximide cs: 0.9; Pf growth 48h: 1.5%

What do the screens show for `CC1(C)COC(c2cccn2Cc2ccc(F)cc2Cl)=N1`?
HCV inh: 26.3%; Giardia FBPA inh: 7.4%; Shiga inhibitor: 16.4; Cycloheximide cs: -4.6; Pf growth 48h: 55.6%[activator]

How did N=C1C(c2nc3ccccc3c(=O)[nH]2)=C(O)CN1c1ccccc1 do in these assays?
Pf growth 96h: inconclusive; Giardia FBPA inh: 2.3%; Shiga inhibitor: -8.8; Cycloheximide cs: 2.6

Results for CCCSc1nnc(NC(=O)CCc2ccccc2)s1 ?
HCV inh: 8.6%; Pf growth 96h: -7.5%; Giardia FBPA inh: -3.3%; Shiga inhibitor: -5.8; Cycloheximide cs: -3.4; Pf growth 48h: 14.9%

How did O=C(c1cccc(S(=O)(=O)N2CCOCC2)c1)N1CCCC(C(F)(F)F)C1 (stereo unspecified) do in these assays?
HCV inh: 18.0%; Pf growth 96h: 2.1%; Pf growth 48h: 3.2%

Results for CCN1CCN(Cc2nc3c(c(=O)n(C)c(=O)n3C)n2CC(=O)c2ccccc2)CC1 ?
HCV inh: -29.8%; Pf growth 96h: -12.0%; Giardia FBPA inh: -2.4%; Shiga inhibitor: 9.8; Cycloheximide cs: -3.0; Pf growth 48h: -5.7%

What do the screens show for `CC(O)C(=O)N/N=C/c1cccc(Cl)c1Cl` (stereo unspecified)?
HCV inh: 6.5%; Pf growth 96h: -18.5%; Giardia FBPA inh: -1.5%; Shiga inhibitor: -17.9; Cycloheximide cs: 19.8*; Pf growth 48h: 17.5%

What do the screens show for `O=C(Nc1cccc(C(F)(F)F)c1)C1CCCO1` (stereo unspecified)?
HCV inh: 10.8%; Pf growth 96h: inconclusive; Giardia FBPA inh: 0.3%; Shiga inhibitor: 13.4; Cycloheximide cs: -2.7; Pf growth 48h: 8.3%

How did O=C(O)C1=C[C@H](c2ccc(F)cc2)C[C@H](OCCCCO)O1 do in these assays?
HCV inh: 16.7%; Pf growth 96h: 2.7%; Giardia FBPA inh: -7.3%; Shiga inhibitor: 15.1; Cycloheximide cs: 12.2; Pf growth 48h: -1.4%

Results for COc1ccccc1/C=C/C(=O)N1CCOCC1 ?
HCV inh: 4.4%; Pf growth 96h: 11.3%; Giardia FBPA inh: 7.5%; Shiga inhibitor: -3.6; Cycloheximide cs: -1.1

What do the screens show for `COc1cccc(NC(=O)CN(C)C(=O)c2cc3ccccc3cc2OC)c1`?
HCV inh: inconclusive; Pf growth 96h: 4.3%; Pf growth 48h: inconclusive

Results for CCCn1c(=N)c(C(=O)NCC2CCCO2)cc2c(=O)n3cccc(C)c3nc21 (stereo unspecified) ?
HCV inh: 11.0%; Pf growth 96h: 11.1%; Giardia FBPA inh: -0.1%; Shiga inhibitor: 16.7; Cycloheximide cs: -3.8; Pf growth 48h: 8.9%

What do the screens show for `Cc1nn(C(=O)CCC(=O)NCc2ccc(OC(C)C)cc2)c2ccccc12`?
HCV inh: 2.2%; Pf growth 96h: inconclusive; Shiga inhibitor: -9.1; Cycloheximide cs: 4.6; Pf growth 48h: 18.1%

How did O=C(CSc1nc2scc(-c3ccccc3)c2c(=O)[nH]1)N1CCCCC1 do in these assays?
HCV inh: 11.0%; Pf growth 96h: 27.4%; Giardia FBPA inh: 3.0%; Shiga inhibitor: 11.8; Cycloheximide cs: -3.3; Pf growth 48h: 2.7%[5.75 µM]

How did COc1ccc(/C=N/OC(=O)Nc2ccccc2)cc1[N+](=O)[O-] do in these assays?
HCV inh: -16.9%; Pf growth 96h: 32.1%[activator]; Giardia FBPA inh: 9.9%; Shiga inhibitor: active; Cycloheximide cs: 33.4*; Pf growth 48h: 47.4%[activator]

Results for CCn1cnc2c1c(=O)n(CC(=O)NN)c(=O)n2Cc1ccccc1 ?
HCV inh: 19.7%; Pf growth 96h: inconclusive; Giardia FBPA inh: -0.7%; Shiga inhibitor: -8.4; Cycloheximide cs: -1.8

How did Cc1c(C(=O)NCCSCc2ccc(F)cc2)cnn1-c1ccc(Cl)cc1 do in these assays?
HCV inh: inconclusive; Pf growth 96h: -8.4%; Giardia FBPA inh: -5.4%; Shiga inhibitor: -0.6; Cycloheximide cs: 0.9; Pf growth 48h: -7.0%

What do the screens show for `CCCC(C)C1(CC)C(=O)NC(=Nc2ccc(OC)cc2)NC1=O` (stereo unspecified)?
HCV inh: inconclusive; Pf growth 96h: inconclusive; Giardia FBPA inh: 0.0%; Shiga inhibitor: 4.7; Cycloheximide cs: -3.5; Pf growth 48h: -27.2%

How did CSc1nc(N2CCCC2)c2c(c1C#N)CC(C)(C)OC2 do in these assays?
HCV inh: inconclusive; Pf growth 96h: -2.4%[5.75 µM]; Giardia FBPA inh: -2.9%; Shiga inhibitor: -4.6; Cycloheximide cs: 2.5; Pf growth 48h: 7.7%

How did CCOC(=O)CCN(Cc1sccc1C)S(=O)(=O)c1ccc(F)cc1 do in these assays?
HCV inh: 13.2%; Giardia FBPA inh: -5.5%; Shiga inhibitor: 17.7; Cycloheximide cs: -4.0; Pf growth 48h: 1.0%

Results for N#CCCn1cc(C(=O)Nc2ccc(C(=O)O)cc2)c(-c2cccc(Br)c2)n1 ?
HCV inh: 23.3%; Pf growth 96h: inconclusive; Giardia FBPA inh: -6.1%; Cycloheximide cs: -4.4; Pf growth 48h: 6.1%

How did NC(=O)CC(NC(=O)c1ccccc1)c1ccc(N2CCCCCCC2)c([N+](=O)[O-])c1 (stereo unspecified) do in these assays?
HCV inh: -29.1%; Pf growth 96h: 38.4%[activator]; Giardia FBPA inh: -7.4%; Shiga inhibitor: -3.4; Cycloheximide cs: 2.1; Pf growth 48h: 40.2%[activator]

What do the screens show for `COc1ccc2c(c1)c(CC(=O)Nc1ccc(C)cc1)c(C)n2C(=O)c1ccc(Cl)cc1`?
HCV inh: -4.2%; Pf growth 96h: -12.7%; Giardia FBPA inh: -1.0%; Shiga inhibitor: -9.0; Cycloheximide cs: -1.1

What do the screens show for `Cc1ccc(C(=O)N2CCCC(C(=O)c3cc(F)ccc3F)C2)s1` (stereo unspecified)?
HCV inh: 1.4%; Pf growth 96h: inconclusive; Giardia FBPA inh: -0.2%; Shiga inhibitor: -8.9; Cycloheximide cs: -0.7; Pf growth 48h: -8.0%

What do the screens show for `COc1cc(CN2CC3CC(C2)c2cccc(=O)n2C3)cc(OC)c1OC` (stereo unspecified)?
HCV inh: 11.7%; Pf growth 96h: 0.7%; Giardia FBPA inh: -9.7%; Shiga inhibitor: -26.9; Cycloheximide cs: 9.8; Pf growth 48h: -12.4%

How did CCOc1ccc2nc(NC(=O)CN3CCN(c4ccccn4)CC3)sc2c1 do in these assays?
HCV inh: -11.1%; Pf growth 96h: inconclusive; Giardia FBPA inh: -10.1%; Shiga inhibitor: 55.7*; Cycloheximide cs: 13.5; Pf growth 48h: inconclusive

How did C/C(CC(=O)NCc1ccco1)=N\NC(=O)C(c1ccccc1)c1ccccc1 do in these assays?
HCV inh: 2.3%; Pf growth 96h: 15.6%; Giardia FBPA inh: 1.6%; Shiga inhibitor: -2.8; Cycloheximide cs: -5.4; Pf growth 48h: 1.4%

How did COc1ccc(NC(=O)NC2(C(=O)N3CCCC3)CCCCC2)cc1 do in these assays?
HCV inh: 8.4%; Pf growth 96h: 14.9%; Giardia FBPA inh: -3.4%; Shiga inhibitor: 0.7; Cycloheximide cs: -2.5; Pf growth 48h: 12.4%

How did O=C(Nc1cccc(-c2nc3ccccc3o2)c1)c1cccnc1 do in these assays?
HCV inh: inconclusive; Pf growth 96h: 18.0%; Giardia FBPA inh: 1.8%; Shiga inhibitor: -3.5; Cycloheximide cs: 19.5; Pf growth 48h: 3.8%

How did CCOC(=O)C1=C(CC)Nc2ccccc2N=C1NC(=O)Nc1ccccc1OC do in these assays?
HCV inh: -24.2%&-19.4%; Pf growth 96h: 22.6%; Giardia FBPA inh: -2.8%; Shiga inhibitor: -1.3; Cycloheximide cs: -2.6; Pf growth 48h: inconclusive
